Source: PubChem BioAssay (several laboratories)
S1P3 antag: S1P3 receptor antagonists, primary screen, cell-based; 0.27% of 170,000 active; CHO S1P3 NFAT-BLA reporter, FRET fluorescence, antagonist mode; AID 485, 2006; inhibition, % at 4.98 µM; Sphingosine 1-phosphate receptor 3 (Homo sapiens), Q99500;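 active means inhibition above the plate cutoff, the mean inhibition of test wells on that plate plus 3 SD, cut at about 28% in these data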;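 further: cells challenged with S1P at its EC80 of 0.8 µM; blue over green emission ratio from cleaved BLA substrate after 4 h stimulation; 0% = S1P-stimulated wells and 100% = unstimulated DMSO-only wells; some compounds past the cut are filed as inactive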
Target sequence (Q99500 whole entry, looked up): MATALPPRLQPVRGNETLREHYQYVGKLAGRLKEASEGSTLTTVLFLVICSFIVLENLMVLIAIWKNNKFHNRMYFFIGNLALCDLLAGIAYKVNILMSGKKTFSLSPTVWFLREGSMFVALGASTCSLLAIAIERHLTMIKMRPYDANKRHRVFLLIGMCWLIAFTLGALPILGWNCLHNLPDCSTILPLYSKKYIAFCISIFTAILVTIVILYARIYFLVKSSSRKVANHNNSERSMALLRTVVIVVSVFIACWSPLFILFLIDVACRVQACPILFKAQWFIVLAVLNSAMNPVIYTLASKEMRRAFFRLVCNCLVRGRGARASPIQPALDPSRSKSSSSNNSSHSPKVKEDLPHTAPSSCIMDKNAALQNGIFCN
RAM network inh: inhibitors of the yeast RAM network, primary screen, dse1pr::URA3 reporter, 5-FOA selection | S. cerevisiae dse1pr::URA3 reporter, 5-FOA growth OD615, 2 d; analog-sensitive cbk1-as2 kinase mutant strain | inhibition, % at 50 µM | 1.8% of 190,000 active;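 active means inhibition above a set limit, 3 SD over mean compound inhibition, cut at about 8.4% in these data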;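 further: 0% = DMSO-only wells with no growth and 100% = 10 µM 1-NA-PP1 full growth; inhibition rescues growth on 5-FOA so higher OD means more RAM inhibition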
PMI activator: activators of human PMI, primary screen, biochemical, fluorescence intensity, near-Km mannose 6-phosphate; 0.005% of 190,000 active; purified human PMI, coupled resazurin fluorescence, 20 min; stronger effect = higher value; 1 = vehicle control, 0 substrate-free wells; AID 1214, 2008; activation factor at 20 µM;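 active means activation factor of 2 or more at 20 µM, relative to plate controls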
PMI act satM6P: human PMI activators, high substrate, primary screen, biochemical, fluorescence intensity, near-saturating mannose 6-phosphate; activation factor at 20 µM; 0.34% of 190,000 active; coupled PMI enzyme assay, resazurin fluorescence, 20 min; stronger effect = higher value; 1 = untreated enzyme, 0 = substrate-free blank; Mannose-6-phosphate isomerase (Homo sapiens), P34949;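 active means activation factor of 2 or more at 20 µM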
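Test system – human PMI in coupled enzyme assay · Timing – 20 min incubation at room temperature · Detection – Diaphorase-driven resazurin-to-resorufin fluorescence, excitation 544, emission 590 nm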
Hsp70 act: Hsp70 transcriptional activators, primary screen, cell-based, HeLa, Hsp70 promoter luciferase, luminescence, 10 µM. HeLa Hsp70 promoter luciferase reporter; scaled: vehicle 0, proteasome-inhibitor control 100%. activation, % at 10 µM. 0.04% of 200,000 active;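 active means activation above the mean across all tested compounds plus 3 SD, cutoff set per campaign, cut at about 5.5% in these data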;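 further: 100% = MG132 at 30 µM as the positive control and 0% = DMSO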
TNAP inh hiacc: human TNAP enzyme inhibitors, primary screen, biochemical, luminescent, high phosphate acceptor level, uHTS; purified TNAP, CDP-star luminescence, 1 M DEA; AID 1135, 2008; 0.03% of 200,000 active; inhibition, % at 20 µM;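 active means over 50% inhibition of tissue-nonspecific alkaline phosphatase at 20 µM in the single-dose screen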;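 further: plate controls were DMSO wells for no effect and EDTA-quenched wells as full inhibition for full effect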
Target sequence (P05186 whole entry, looked up): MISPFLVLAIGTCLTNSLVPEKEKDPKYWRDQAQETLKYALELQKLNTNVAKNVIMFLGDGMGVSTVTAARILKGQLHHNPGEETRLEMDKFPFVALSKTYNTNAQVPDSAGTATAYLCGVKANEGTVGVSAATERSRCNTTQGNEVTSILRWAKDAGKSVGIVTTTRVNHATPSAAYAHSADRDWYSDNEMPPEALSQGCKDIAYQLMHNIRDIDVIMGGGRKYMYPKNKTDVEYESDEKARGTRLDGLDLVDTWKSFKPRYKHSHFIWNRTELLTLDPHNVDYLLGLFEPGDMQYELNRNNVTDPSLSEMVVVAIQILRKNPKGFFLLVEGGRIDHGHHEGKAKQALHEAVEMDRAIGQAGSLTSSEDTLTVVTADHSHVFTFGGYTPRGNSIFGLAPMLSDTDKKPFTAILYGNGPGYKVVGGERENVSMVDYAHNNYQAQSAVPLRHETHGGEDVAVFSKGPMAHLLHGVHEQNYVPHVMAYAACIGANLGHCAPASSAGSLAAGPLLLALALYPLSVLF
HMGR II inh: inhibitors of E. faecalis class II HMGR, primary screen, biochemical, Enterococcus faecalis; HMG-CoA reductase (Enterococcus faecalis, mvaE); purified E. faecalis HMGR, NADPH absorbance 340 nm kinetic; inhibition, % at 10 µM; 0.41% of 190,000 active; AID 1066, 2008;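 active means inhibition above a set limit, the median over all tested compounds plus 3 SD, cut at about 9.5% in these data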;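 further: enzyme runs in reverse so mevalonate oxidation gives rising NADPH absorbance; 0% = complete reaction with DMSO and 100% = background rate lacking mevalonate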
Lmaj promast: Leishmania major promastigote growth inhibition, primary screen | Leishmania major promastigotes, resazurin fluorescence viability | 9% of 200,000 active | inhibition, % at 10 µM; in the data active means inhibition above about 50%;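 further: promastigotes grown with compound for 44 hours at 28 °C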
TNAP inh noacc: human TNAP enzyme inhibitors, primary screen, biochemical, luminescent, no phosphate acceptor, uHTS; Alkaline phosphatase, tissue-nonspecific isozyme (Homo sapiens), P05186; purified TNAP, CDP-star luminescence, 30 min; inhibition, % at 20 µM; 0.26% of 200,000 active; AID 1012, 2008;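 active means tissue-nonspecific alkaline phosphatase inhibition above about 50% at 20 µM in the single-dose screen, limit read from the data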;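 further: 0% = DMSO negative control and 100% = EDTA positive control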
DTT redox prof: compounds producing H2O2 with reducing agent – biochemical, NIH compound library profiling, artefact control for MLSCN library redox annotation, primary screen; DTT-dependent redox cycling H2O2, phenol red/HRP absorbance; 100% = 100 µM peroxide control, 0% = buffer; activation, % at 10 µM; 0.03% of 200,000 active; AID 878, 2007;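 active means activation of at least 50% relative to the plate's high and low controls in the primary single-dose screen; inactive means activation below 50%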;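 further: compound incubated with DTT at 0.8 mM final as the reducing agent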
Active calls of the source: *; . = not tested or not shown. Rows were taken by chance. About 12% of those tested had a hit in this group.

smiles,S1P3 antag,RAM network inh,PMI activator,PMI act satM6P,Hsp70 act,TNAP inh hiacc,HMGR II inh,Lmaj promast,TNAP inh noacc,DTT redox prof
O=C(COc1ncnc2ccccc12)Nc1cc([N+](=O)[O-])ccc1Cl,2,-0.4,1.1,1,-0.3,0,-3,-4,2,-1.3
CCOC(=O)c1cnc(-n2nc(C)cc2C)nc1NCCO,.,-0.3,0.9,0.8,-0.1,-1,-1,-2,-5,1.8
COc1cccc(/C=N/c2oc(-c3ccccc3)cc2C#N)c1O,.,1.4,0.8,0.8,0.1,2,-3,-7,10,1.1
CCN=C(NCC)SC1CC(=O)N(c2ccc(OC)cc2)C1=O (stereo unspecified),.,3.2,1,1,-0.1,-9,-2,-1,-16,-2.1
CCCCn1c(NCCN(C)C)nc2c1c(=O)[nH]c(=O)n2C,-7,0.8,1,1.1,0.1,-6,1,7,-8,-0.1
CCc1nnc(NC(=O)c2ccc3c(c2)C(=O)N(C(C)(C)C)C3=O)s1,.,0.0,1,1,0.1,-4,-8,-1,-13,0.6
Cc1nc2c(cc1C#N)C(=O)c1ccccc1-2,-12,0.0,0.9,0.9,-0.2,-2,-6,-1,-7,-0.7
O=C(Cc1ccccc1)Nc1ccc(NC(=O)c2cccs2)cc1Cl,10,4.2,1,1,-0.3,-5,0,-4,-11,-0.2
Cc1nn(C2CCCCC2)c(N)c1-c1ccccc1,9,0.0,1,1.1,0.0,-7,-8,-3,-7,2.0
CC(=O)Oc1cc2c(C(=O)NCCCN3CCOCC3)c(C)oc2c2ccccc12,-26,0.4,0.8,0.5,-0.3,2,0,52*,-4,1.6
CC(C)Oc1ccc(C(=O)Nc2ccc(N3CCCCC3)cc2)cc1,3,1.6,1,1,0.0,-8,-5,51*,-10,0.1
O=C(CCCCn1c(=O)c2ccccc2n(CC(=O)Nc2ccccc2)c1=O)NCc1ccco1,-30,3.6,1,1,-0.2,2,5,-6,-8,1.1
O=C1C(=O)N(Cc2cccnc2)C(c2ccccn2)/C1=C(/O)c1ccc(F)cc1 (stereo unspecified),.,-0.3,0.9,0.6,-0.1,-2,-10,-4,-8,-0.7
COc1ccc(-n2c(=O)c3c4c(sc3n3c(=S)[nH]nc23)CCCC4)cc1,-11,0.3,0.9,0.8,-0.2,3,-2,50,5,-0.5
CC(=O)Nc1cccc(C(=O)Oc2cccc(C)c2)c1O,0,0.4,0.9,1,0.1,-1,-1,-6,-7,-0.6
Cc1ccc(C)c(NC(=S)NC(C)C(c2ccccc2)N2CCN(C)CC2)c1 (stereo unspecified),-11,2.9,0.9,0.9,-0.1,-6,0,12,-10,-0.2
COCCNC(=O)NC(=O)COC(=O)Cc1ccc2c(c1)OCCO2,7,2.7,0.8,0.9,-0.5,-1,0,5,-2,2.8
Cc1cc(C)n(-c2ccc(C(=O)OCC(=O)Nc3ccc(S(=O)(=O)N4CCCCC4)cc3)cc2)n1,.,4.4,1,0.9,-0.5,0,-4,84*,-6,0.1
CCN(c1ccccc1)S(=O)(=O)c1ccc(OC)c(NS(=O)(=O)c2cccs2)c1,4,3.0,1,1,0.3,-2,5,6,-10,-2.5
O=C(CCl)c1ccc2c(c1)CCN2C(=O)C1CCCCC1,4,-0.4,1,1,0.1,-4,-2,100*,-16,-0.6
CC1CCCCN1C(=O)c1ccccc1NC(=O)c1ccco1 (stereo unspecified),.,-0.6,0.9,0.9,-0.3,2,-5,-5,-6,0.3
COc1ccc(OCC(=O)N/N=C2\CCCCc3ccccc32)cc1,12,-0.6,1,1,0.1,-4,5,26,-14,-0.6
Cc1ccc(NC(=O)/C=C/c2cccc([N+](=O)[O-])c2)nc1,16,1.4,1,0.9,-0.3,-7,3,-6,-19,8.3
Cc1ccc2cc(C#N)c(SCC(=O)NCC3CCCO3)nc2c1 (stereo unspecified),-6,2.1,0.9,0.9,-0.2,-3,-6,-6,-4,1.7
Cc1ccc(Cc2nnc3n(-c4ccccc4)nc(C(=O)c4ccccc4)n3c2=O)cc1,.,2.6,0.8,0.8,-0.2,2,1,13,1,0.9
COc1ccc(OC(C)C(=O)N2CC(C)OC(C)C2)cc1 (stereo unspecified),-13,-0.1,0.9,0.9,0.0,-3,1,-2,-12,-1.1
O=C(C1CC1c1ccccc1)N1CCOCC1 (stereo unspecified),5,1.4,1,1,-0.4,-12,0,11,0,-0.5
COc1ccc(O)c(/C=N/Nc2nc3ccccc3[nH]2)c1,-8,1.3,1,0.9,0.0,-1,-4,88*,-1,0.2
CCCCNC(=O)C(Sc1ccccc1)c1ccccc1 (stereo unspecified),-2,2.0,1,1.1,-0.2,6,-8,-3,2,-0.3
CCc1nnc(NC(=O)c2ccc(S(=O)(=O)N3CCc4ccccc4C3)cc2)s1,-4,5.4,1,1,-0.2,-6,-1,-5,-19,-0.1
COc1ccc(S(=O)(=O)NCC2CCCN(C(=O)C3CCCC3)C2)cc1 (stereo unspecified),-19,2.4,1,1.1,-0.2,-5,-1,0,-8,-0.3
CCOC(=O)c1c(C)[nH]c(C(=O)CSc2nc3ccccc3o2)c1C,-10,3.4,1,1,-0.3,-4,-2,2,-6,1.4
COc1cc(/C=N/NC(=O)c2ccc(CSc3nncn3C)cc2)ccc1OCC(=O)N1CC(C)OC(C)C1 (stereo unspecified),-9,-1.0,1,1,-0.5,-5,1,-5,-13,0.4
COc1ccc(C(CNC(=O)c2ccco2)N2CCCCC2)cc1 (stereo unspecified),2,-1.6,1.1,1.1,-0.2,-4,-7,-3,-3,-1.2
Cc1ccsc1/C=N/NC(=O)CSCc1ccc(Cl)cc1,.,1.5,1,1,-0.2,-3,1,1,-6,-1.0
NC(=O)[C@@H]1CCCN1Cc1nc(Cc2ccccc2Cl)no1,3,1.6,1,1.1,-0.4,-3,-3,-4,-8,-1.5

Whole records, looked up by structure. Order of screens: S1P3 antag, RAM network inh, PMI activator, PMI act satM6P, Hsp70 act, TNAP inh hiacc, HMGR II inh, Lmaj promast, TNAP inh noacc, DTT redox prof
CCCCNC(=O)C(Sc1ccccc1)c1ccccc1 (stereo unspecified) across the screens: -2, 2.0, 1, 1.1, -0.2, 6, -8, -3, 2, -0.3
COc1ccc(S(=O)(=O)NCC2CCCN(C(=O)C3CCCC3)C2)cc1 (stereo unspecified) across the screens: -19, 2.4, 1, 1.1, -0.2, -5, -1, 0, -8, -0.3
COc1cc(/C=N/NC(=O)c2ccc(CSc3nncn3C)cc2)ccc1OCC(=O)N1CC(C)OC(C)C1 (stereo unspecified) across the screens: -9, -1.0, 1, 1, -0.5, -5, 1, -5, -13, 0.4
Cc1ccc(Cc2nnc3n(-c4ccccc4)nc(C(=O)c4ccccc4)n3c2=O)cc1 across the screens: ., 2.6, 0.8, 0.8, -0.2, 2, 1, 13, 1, 0.9
COc1ccc(OC(C)C(=O)N2CC(C)OC(C)C2)cc1 (stereo unspecified) across the screens: -13, -0.1, 0.9, 0.9, 0.0, -3, 1, -2, -12, -1.1

Following part.
smiles,S1P3 antag,RAM network inh,PMI activator,PMI act satM6P,Hsp70 act,TNAP inh hiacc,HMGR II inh,Lmaj promast,TNAP inh noacc,DTT redox prof
O=C(COc1ccccc1)Nc1ccccc1N1CCN(c2ccc(F)cc2)CC1,4,3.1,1,1,0.1,-6,-2,0,-22,2.3
COc1ccccc1N=c1sc2ccccc2n1C,.,2.2,1,1,-0.3,0,-1,-3,-5,0.8
O=C(c1ccc(COc2ccccc2Br)o1)N1N=C(C(F)F)CC1(O)C(F)F (stereo unspecified),4,4.5,1,0.9,-0.3,0,-1,-1,-7,-0.5
COC(=O)c1cc(C(=O)OC)n(Cc2ccc(Br)cc2)n1,.,0.6,1,1,-0.5,-3,-2,-8,-10,0.1
N/C(=N/OC(=O)c1ccccc1F)c1nonc1N,-5,1.6,1,1,-0.3,-6,-2,-4,-2,0.1
CC(NC(=O)Nc1ccc2c(c1)OCO2)C1CCCO1 (stereo unspecified),3,0.9,1,1,-0.1,-6,4,-5,-14,1.8
CCOC(=O)c1cc(-c2ccccc2)sc1NC(=O)CCN1C(=O)c2ccccc2C1=O,-12,2.7,1,1,0.0,-4,-4,20,-10,0.2
Cc1ccc(-c2noc(CCC(=O)NCCN3CCc4ccccc4C3)n2)cc1,5,-0.8,1.1,1,0.4,-7,-6,0,-13,0.2
CN(C(=O)C1CCOC1)c1nnc(-c2ccccn2)s1 (stereo unspecified),.,-0.5,1,1,0.0,-6,-2,-3,-16,0.9
CCOc1ccccc1C(=O)Nc1ccccc1C(N)=O,6,0.1,1.1,1,-0.4,-5,1,2,-12,1.2
COc1ccc(-c2noc(CCC(=O)NCCN(C)Cc3ccccc3)n2)cc1,.,1.5,1,1,-0.2,2,-1,-1,-8,-0.1
O=C(COc1ccc(Cl)cc1)N(Cc1ccccc1)c1nc(-c2ccccc2)cs1,.,1.5,1.1,1.1,-0.2,-6,-6,-2,-11,-2.2
CCCNC(=O)CSc1nc(-c2cccs2)cc(C(F)(F)F)n1,.,0.0,0.9,0.9,-0.1,-3,-4,-3,-2,1.8
CCn1c(COc2ccccc2C)nnc1SCC(=O)Nc1cc(C)on1,-20,3.4,1,0.9,-0.2,-3,1,-4,8,4.0
Cc1ccsc1C1C(C(=O)O)c2ccccc2C(=O)N1C (stereo unspecified),5,2.7,1,1,0.0,2,-4,-3,-6,-1.5
